HTR5A inv ag – HTR5A inverse agonists in luminescence cell assay, primary screen, counter-screen for OPRM1-OPRD1 heterodimer inverse agonist project, full-deck HTS; 5-hydroxytryptamine receptor 5A (Homo sapiens), P47898; HTR5A cell line, inverse agonism; inhibition, % at 9.3 µM; 340,000 tested, 0.083% active; in the data active = inhibition mostly above about 23%, no sharp cut-off; inactive = mostly below about 18%;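 also: 0% = cells with DMSO and 100% = no-cell wells with DMSO; some compounds called inactive have numbers as strong as hits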
Target sequence (P47898 whole entry, looked up): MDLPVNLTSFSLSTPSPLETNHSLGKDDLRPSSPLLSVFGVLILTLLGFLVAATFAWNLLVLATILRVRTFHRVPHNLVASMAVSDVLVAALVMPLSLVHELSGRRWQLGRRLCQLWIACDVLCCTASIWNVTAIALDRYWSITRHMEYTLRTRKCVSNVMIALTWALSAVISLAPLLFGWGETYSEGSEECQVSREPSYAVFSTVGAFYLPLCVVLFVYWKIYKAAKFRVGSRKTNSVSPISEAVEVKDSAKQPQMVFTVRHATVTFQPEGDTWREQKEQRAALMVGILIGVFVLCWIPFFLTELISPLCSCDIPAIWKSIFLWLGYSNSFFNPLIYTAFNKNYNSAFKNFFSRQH
MITF act – activators of MITF-driven TRPM1 promoter reporter, primary screen, cell-based, SK-MEL-5, luciferase, single point. SK-MEL-5 TRPM1-promoter luciferase, 24 h; % of positive control, neutral wells = 0. activation, % at 12.5 µM. 300,000 tested, 0.75% active;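 active = mean activation of at least 80% with every replicate also reaching 80%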;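 also: 0% = neutral control wells and 100% = parthenolide positive control wells; values of inactives mirror those of a sister screen read the other way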
PvdQ inh – P. aeruginosa PvdQ acylase inhibitors, primary screen, biochemical, fluorescence, plate reader and imaging, single point; purified PvdQ acylase; AID 488965, 2010; 340,000 tested, 0.063% active; PvdQ acylase [Pseudomonas aeruginosa LESB58]; inhibition, % at 10 µM; in the data active = inhibition above about 30%, passing the limit was not always enough;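 also: 0% = vehicle neutral wells and 100% = reference inhibitor wells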
SR-BI HDL uptake – inhibitors of SR-BI mediated HDL lipid uptake, primary screen, ldlA[mSR-BI] cells, fluorescence, single point. ldlA[mSR-BI] CHO cells, DiI-HDL uptake fluorescence, 3 h. inhibition, % at 12.5 µM. 320,000 tested, 0.96% active. Scavenger receptor class B member 1 (Mus musculus), Q61009;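 active = mean replicate inhibition of at least 70% and a set share of replicates each scoring 70 or more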;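 also: 0% = median of neutral control wells and 100% = median of positive control wells; values of inactives mirror those of a sister screen read the other way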
V-ATPase pH – regulators of yeast V-ATPase proton pumping, primary screen, pHLuorin cytosolic pH fluorescence; S. cerevisiae; response, % at 10 µM; 350,000 tested, 0.37% active; AID 504577, 2011; in the data active = response mostly above about 7.3%, no sharp cut-off; inactive = mostly below about 5.4%; also: actives read high; inactives centre near 0; some compounds called inactive have numbers as strong as hits; reference of the scale not given here
CDK5 inh – inhibitors of human CDK5/p35 kinase, primary screen, biochemical, single concentration. Recombinant CDK5/p35, ADP-Glo luminescence, 60 min. inhibition, % at 10 µM. Cyclin-dependent kinase 5 (Homo sapiens) + Cyclin-dependent kinase 5 activator 1 (Homo …. 330,000 tested, 0.01% active;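 active = highest replicate inhibition of at least 50% and at least 75% of replicates reaching 50%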;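 also: plate controls were DMSO neutral control for no effect and GW8510 at 10 µM for full effect; many of its hits are not listed in these tables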
Target sequence (Q00535 whole entry, looked up): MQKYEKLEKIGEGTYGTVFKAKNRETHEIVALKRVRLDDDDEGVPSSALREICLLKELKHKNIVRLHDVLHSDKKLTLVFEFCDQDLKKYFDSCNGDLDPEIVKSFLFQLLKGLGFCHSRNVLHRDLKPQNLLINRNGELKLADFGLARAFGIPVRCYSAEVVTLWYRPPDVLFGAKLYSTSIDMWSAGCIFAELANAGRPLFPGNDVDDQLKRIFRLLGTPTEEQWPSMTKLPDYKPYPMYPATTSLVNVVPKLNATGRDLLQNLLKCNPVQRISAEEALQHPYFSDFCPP
Target sequence (Q15078 whole entry, looked up): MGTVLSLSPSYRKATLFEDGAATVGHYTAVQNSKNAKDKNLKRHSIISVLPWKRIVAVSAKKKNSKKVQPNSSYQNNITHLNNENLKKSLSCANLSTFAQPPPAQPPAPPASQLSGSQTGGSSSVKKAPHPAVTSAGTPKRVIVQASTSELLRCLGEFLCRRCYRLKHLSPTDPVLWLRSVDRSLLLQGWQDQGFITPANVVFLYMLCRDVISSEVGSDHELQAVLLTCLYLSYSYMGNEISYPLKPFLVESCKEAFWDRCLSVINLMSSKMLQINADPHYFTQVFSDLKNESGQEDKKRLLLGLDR
HTR5A ag ctr – HTR5A agonists in luminescence cell assay, primary screen, counter-screen for OPRM1-OPRD1 heterodimer agonist project, full-deck HTS; 5-hydroxytryptamine receptor 5A (Homo sapiens), P47898; cell-based; activation, % at 9.3 µM; 340,000 tested, 0.61% active; AID 504692, 2011; in the data active = activation mostly above about 9.5%, no sharp cut-off; inactive = mostly below about 7.6%;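 also: 0% = cells with vehicle only and 100% = reference agonist; strong numbers were not always called active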
NSD2 HMT inh – NSD2 histone methyltransferase inhibitors, primary screen, biochemical, AlphaScreen, single concentration, set 2 | NSD2 peptide methylation, 120 min | inhibition, % at 12.5 µM | 310,000 tested, 0.54% active; in the data active = inhibition above about 50%
dFosB activator – activators of delta FosB homodimer, primary screen, biochemical, fluorescence polarization, TAMRA-CDK5 oligo, single point; Protein FosB (Mus musculus), P13346; purified delta FosB; percent of positive-control signal above neutral wells; activation, % at 25 µM; 340,000 tested, 0.99% active;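 active = mean activation above about 17%, with every replicate also reaching it, limit read from the data, passing the limit was not always enough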;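 also: fluorescence polarization rise as delta FosB binds a TAMRA Cdk5 AP-1 oligo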
Wnt bcat act – Wnt/beta-catenin pathway activators, primary screen, cell-based, plate reader, single point. Wnt/beta-catenin reporter cell assay, activator. activation, % at 9.35 µM. 300,000 tested, 1.2% active; in the data active = activation above about 30%, passing the limit was not always enough;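 also: 0% = neutral control wells and 100% = positive control wells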
Active calls of the source: *; . = no result given.

mol	HTR5A inv ag	MITF act	PvdQ inh	SR-BI HDL uptake	V-ATPase pH	CDK5 inh	HTR5A ag ctr	NSD2 HMT inh	dFosB activator	Wnt bcat act
Nc1ccc2nc(-c3ccc(Cl)cc3)[nH]c2c1	-8	62	-34	13	3	0.0	3	.	-17	22
CCN(Cc1nc2cc(Cl)ccc2c(=O)[nH]1)C(=O)c1cccc(NC(=O)c2cccs2)c1	-11	-12	-11	25	2	-0.5	5	-1	-23	-4
C=CCn1c(SCc2c(C)noc2C)nc2cc(C(=O)O)ccc2c1=O	-8	.	-15	-12	-2	-0.1	0	3	2	-12
CCCCCCC(=O)Nc1ccc(S(=O)(=O)Nc2onc(C)c2C)cc1	-3	.	-4	2	1	-2.3	0	1	-5	-3
CCOC(=O)c1cnc(SSc2ncc(C(=O)OCC)c(N)n2)nc1N	-16	.	-13	-44	-4	-0.7	4	17	-15	0
CC(C)C(NC(=O)c1ccco1)C(=O)OCC(=O)c1ccccc1 (stereo not drawn)	0	6	-8	1	0	.	1	.	-6	-2
NC(=O)c1cccc(-c2cnc(N)c(C(=O)c3cccnc3)n2)c1	3	-60	1	21	-2	1.7	-1	.	-3	.
COc1ccc(C(=O)c2ccccc2Cl)cc1	16	4	-7	-1	2	-0.7	-7	0	-4	-2
COCCNC(=O)c1ccc(C(=O)C(=O)c2ccccc2)cc1	-24	-3	-4	8	0	-1.0	-2	-3	-7	.
CC(Sc1n[nH]c(-c2cccs2)n1)C(=O)N1CCCC1 (stereo not drawn)	-8	0	-11	-10	4	1.9	2	1	3	0
COCCn1c(=N)c(S(=O)(=O)c2ccc(Br)cc2)cc2c(=O)n3ccccc3nc21	9	17	-13	-24	7	.	4	-2	4	0
Cc1cc(C(=O)Nc2ccc(CC(=O)O)cc2)c(C)o1	-14	-11	4	.	-3	0.3	5	6	-5	2
Cc1ccc(C(C(=O)NC2CCCCC2)N(C(=O)c2csnn2)c2ccccc2F)o1 (stereo not drawn)	5	5	-9	.	0	-1.8	-2	-2	-6	1
CCc1ccc(OC(C)c2nnc(SCC(=O)Nc3ncccc3C)n2C)cc1 (stereo not drawn)	-6	-1	10	9	3	0.5	4	17	3	-3
O=C(NCc1cccs1)c1cccnc1Cl	9	-2	-8	-10	0	.	7	-1	-1	-5
CCCCCCNCc1ccc(Br)cc1	2	-7	0	-30	0	0.7	-1	18	4	-1
CCCOc1ccc(OCCSc2ncccn2)cc1	23	69	-7	-22	1	-1.0	4	42	-2	.
COc1ccc(CN(C)CC(=O)N(C)CC(=O)Nc2ccccc2Br)cc1F	-6	-1	-19	4	1	-1.1	2	-3	-5	0
CCSc1nnc(NC(=O)c2cc(C)on2)s1	-4	2	-15	12	-3	0.1	1	3	4	.
CC(=O)Nc1ccc(N(C(=O)c2ccccn2)C(C(=O)NC2CCCCC2)c2ccc(F)cc2)cc1 (stereo not drawn)	-15	7	2	-12	-1	-0.1	-1	4	-4	1
Cc1nnc(SCC(=O)NC2CCCC(C)C2C)n1N (stereo not drawn)	-9	2	2	-11	0	0.0	2	0	1	-4
COc1ccc(Cl)cc1NC(=O)CN(C)C(=O)CCCc1c[nH]c2ccccc12	1	-6	-9	20	-1	-0.8	6	-3	-14	3
O=C(O)C1(c2ccccc2)CCC(Nc2ccccc2)C1 (stereo not drawn)	-8	-9	-3	-11	-2	-0.2	3	2	-4	-3
CC(=O)Nc1ccc(NC(=O)C(C)OC(=O)CNC(=O)c2sc3ccccc3c2Cl)cc1 (stereo not drawn)	1	-18	0	-34	1	1.2	1	0	4	-3

Laid out differently: results already given
Values in the order: HTR5A inv ag | MITF act | PvdQ inh | SR-BI HDL uptake | V-ATPase pH | CDK5 inh | HTR5A ag ctr | NSD2 HMT inh | dFosB activator | Wnt bcat act
O=C(NCc1cccs1)c1cccnc1Cl
→ 9 | -2 | -8 | -10 | 0 | . | 7 | -1 | -1 | -5
CCCCCCNCc1ccc(Br)cc1
→ 2 | -7 | 0 | -30 | 0 | 0.7 | -1 | 18 | 4 | -1
CCCOc1ccc(OCCSc2ncccn2)cc1
→ 23 | 69 | -7 | -22 | 1 | -1.0 | 4 | 42 | -2 | .
COc1ccc(CN(C)CC(=O)N(C)CC(=O)Nc2ccccc2Br)cc1F
→ -6 | -1 | -19 | 4 | 1 | -1.1 | 2 | -3 | -5 | 0
CCSc1nnc(NC(=O)c2cc(C)on2)s1
→ -4 | 2 | -15 | 12 | -3 | 0.1 | 1 | 3 | 4 | .
CC(=O)Nc1ccc(N(C(=O)c2ccccn2)C(C(=O)NC2CCCCC2)c2ccc(F)cc2)cc1 (stereo not drawn)
→ -15 | 7 | 2 | -12 | -1 | -0.1 | -1 | 4 | -4 | 1
Cc1nnc(SCC(=O)NC2CCCC(C)C2C)n1N (stereo not drawn)
→ -9 | 2 | 2 | -11 | 0 | 0.0 | 2 | 0 | 1 | -4
COc1ccc(Cl)cc1NC(=O)CN(C)C(=O)CCCc1c[nH]c2ccccc12
→ 1 | -6 | -9 | 20 | -1 | -0.8 | 6 | -3 | -14 | 3
O=C(O)C1(c2ccccc2)CCC(Nc2ccccc2)C1 (stereo not drawn)
→ -8 | -9 | -3 | -11 | -2 | -0.2 | 3 | 2 | -4 | -3
CC(=O)Nc1ccc(NC(=O)C(C)OC(=O)CNC(=O)c2sc3ccccc3c2Cl)cc1 (stereo not drawn)
→ 1 | -18 | 0 | -34 | 1 | 1.2 | 1 | 0 | 4 | -3

(list continues)
mol	HTR5A inv ag	MITF act	PvdQ inh	SR-BI HDL uptake	V-ATPase pH	CDK5 inh	HTR5A ag ctr	NSD2 HMT inh	dFosB activator	Wnt bcat act
O=C(Nc1ccncc1)c1ccc(Br)cc1	-8	.	5	4	7	1.9	2	-2	2	0
O=C(Cc1ccc(F)cc1)Nc1ccccc1Sc1ccccc1	4	0	3	19	16*	0.2	-1	-8	4	-1
COc1ccc(C)cc1NC(=O)C1CCN(C(=O)c2ccc(C(C)(C)C)cc2)CC1	-8	20	-4	52	-2	-2.6	-2	4	-16	4
CCCCCCS(=O)[C@H]1CS(=O)(=O)C[C@@H]1S(=O)CCCCCC (stereo partly drawn)	-6	2	0	-19	7	-0.8	-2	3	-3	1
CCOC(=O)c1snc(C(=O)NC2CCCCC2)c1N	-4	84*	-16	10	0	2.6	0	-22	-6	20
CC(C)(C)C(=O)NC(=S)NNC(=O)c1ccncc1	4	-10	0	7	0	1.0	3	2	-6	-16
O=C(CSc1ccccn1)N/N=C/c1cc([N+](=O)[O-])ccc1O	-2	-5	-17	.	3	-2.0	-3	-1	-2	-1
CCC(C)N(C(=O)CSc1nnc(C)n1C)C1CCS(=O)(=O)C1 (stereo not drawn)	13	10	-11	-18	-3	-0.8	-5	-1	1	0
Cc1ccc(C)c(NC(=O)CCN2C(=O)c3ccccc3C2=O)c1	-1	-12	-11	8	-1	0.7	0	28	1	0
CCC(=O)NCCc1nc2cc(NC(=O)c3cccs3)ccc2n1C	5	69	-17	-6	-1	0.2	-2	1	-2	4
O=C(CSc1nnc(COc2ccccc2)n1-c1ccccc1)c1cccs1	-37	7	6	13	-2	0.9	13	14	-2	.
COc1ccc(CC(=O)Nc2cccc(S(=O)(=O)N3CCCCC3)c2)cc1	14	-1	-9	42	0	0.3	6	-3	-8	-2
CC(C)OCCCNC(=O)CN1C(=O)/C(=C/c2ccccc2)Sc2ccccc21	13	-4	-20	31	0	-1.8	1	1	-7	-3
NC(=O)c1cc(S(=O)(=O)NCCc2ccc(Cl)cc2)cs1	9	12	-17	-4	-3	-1.6	1	-1	-5	-1
CCOC(=O)c1ccccc1NC(=O)C1CC(=O)N(C(C)(C)C)C1 (stereo not drawn)	9	.	-2	14	-1	-0.5	-3	-1	4	-1
CCN1C(=O)C(C(=O)NC(C)c2ccccc2)C2CC1(C)Oc1ccccc12 (stereo not drawn)	-9	1	6	21	3	3.7	-1	0	-5	5
O=C(C1CCN(S(=O)(=O)N2CCOCC2)CC1)N1CCN(c2ccccc2)CC1	-1	-4	-16	6	-4	-0.1	1	2	3	.
NC(=O)c1nsc(C(=O)N(Cc2ccc(F)cc2)C(C(=O)NCC2CCCO2)c2ccc(O)cc2)c1N (stereo not drawn)	4	3	-7	.	-5	-0.6	-1	-1	1	3
O=C1C=CC(=Nc2ccc(F)cc2)O1	0	4	-21	-7	4	2.1	0	-6	0	-2
O=C1c2ccncc2C(=O)N1c1cccc(Cl)c1	15	9	-5	-3	9	0.1	5	-4	1	0
O=[N+]([O-])c1ncccc1OCc1ccc(Br)cc1F	-12	1	-10	.	-2	-2.5	4	0	-8	17
CC(C)c1ccc(/C=C2\SC(=S)N(CC(=O)NCCCN3CCOCC3)C2=O)cc1	-20	.	10	.	0	-1.1	7	3	2	2
Cc1c(N=NC2=C(O)CC(C)(C)CC2=O)c(=O)n(-c2ccccc2)n1C	-8	-10	12	-19	0	-1.0	3	96*	-3	-3
CCCC(=O)NC(C)C(c1cccs1)N1CCN(C)CC1 (stereo not drawn)	10	1	0	-27	1	-1.5	0	0	8	-1
CCOc1ccc(NC(=O)CN(C)C(=O)c2ccccc2OCc2c(C)noc2C)cc1OCC	8	-3	-3	47	-3	0.1	-3	-1	-2	-1
COc1ccccc1-c1nc(C#N)c(N2CCN(C(=O)c3ccco3)CC2)o1	17	-2	-18	-1	-1	0.1	-2	-3	2	-1
CC1CCN(C(=O)/C(=C\c2ccco2)NC(=O)c2ccccc2)CC1	9	11	-8	.	1	-0.5	-3	2	-7	-1
COc1ccc(CCNC(=O)CSc2nnc(CNC(=O)c3c(F)cccc3Cl)o2)cc1OC	-2	-5	-8	14	1	0.0	5	-2	-4	1
COc1ccc(/C=C/C(=O)NCCc2nc3ccccc3[nH]2)cc1	.	.	7	1	-4	1.3	.	-4	-11	0
COCCN1C=C(C(=O)OC)C(c2ccc(Cl)cc2)C(C(=O)OC)=C1	-1	4	-12	16	-2	0.0	0	-46	-5	-2
CCc1cccc(NC(=O)c2ccc(NS(=O)(=O)c3c(C)noc3C)cc2)c1	-2	-5	-1	31	-4	-1.0	0	-2	-8	.
O=S(=O)(NCC1NCCc2ccccc21)c1ccccc1 (stereo not drawn)	-19	-6	-9	9	-1	0.1	4	23	-10	1

Screens from PubChem BioAssay.
